Assay outcomes from PubChem.
KCNQ2 inh: KCNQ2 potassium channel inhibitors, primary screen, cell-based, CHO-K1, FluxOR thallium flux, B-score (AID 2156); 20 min; active compounds read low; B-score at 10 µM; hit rate 1.1% among 310,000;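 active = fluorescence ratio B-score at most minus 3 library SDs, with starting brightness B-score within 2 library SDs, cut at about -5.5 in these data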
Target sequence (O88943 whole entry, looked up): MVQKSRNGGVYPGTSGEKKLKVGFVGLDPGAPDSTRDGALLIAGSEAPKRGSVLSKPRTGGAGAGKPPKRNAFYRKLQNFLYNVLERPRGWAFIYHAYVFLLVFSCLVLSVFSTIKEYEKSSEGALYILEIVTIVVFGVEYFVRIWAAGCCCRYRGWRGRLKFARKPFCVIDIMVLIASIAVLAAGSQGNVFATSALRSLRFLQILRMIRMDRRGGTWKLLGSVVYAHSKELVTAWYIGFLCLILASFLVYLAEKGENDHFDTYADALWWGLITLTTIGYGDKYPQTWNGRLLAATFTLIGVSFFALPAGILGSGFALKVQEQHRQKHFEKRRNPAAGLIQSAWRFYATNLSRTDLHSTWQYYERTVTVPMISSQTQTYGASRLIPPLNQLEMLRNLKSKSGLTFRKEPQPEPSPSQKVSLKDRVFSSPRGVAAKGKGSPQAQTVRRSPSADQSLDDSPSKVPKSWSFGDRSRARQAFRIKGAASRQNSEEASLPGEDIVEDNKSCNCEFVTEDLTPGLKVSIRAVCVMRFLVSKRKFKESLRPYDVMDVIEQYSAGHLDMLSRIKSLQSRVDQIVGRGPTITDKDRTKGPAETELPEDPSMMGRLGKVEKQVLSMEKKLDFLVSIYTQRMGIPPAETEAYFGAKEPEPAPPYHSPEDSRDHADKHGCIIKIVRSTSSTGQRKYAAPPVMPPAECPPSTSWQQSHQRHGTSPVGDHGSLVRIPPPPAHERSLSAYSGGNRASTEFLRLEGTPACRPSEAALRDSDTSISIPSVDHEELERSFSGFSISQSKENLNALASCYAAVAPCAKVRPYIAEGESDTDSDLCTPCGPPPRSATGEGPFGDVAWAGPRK
Kir21 block: inhibitors of mouse Kir2.1 inward-rectifier potassium channel; HEK293-Kir2.1, FluxOR thallium flux fluorescence; active compounds read low; AID 1672, 2009; Inward rectifier potassium channel 2 (Mus musculus), P35561; hit rate 0.85% among 310,000; B-score at 10 µM;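 active = fluorescence ratio B-score at or below minus 3 SD of library scores, with starting-brightness B-score within 2 SD, cut at about -4.2 in these data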;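 note: channel flux triggered by added potassium and thallium sulfate stimulus; B-score of peak minus minimum fluorescence over baseline after thallium stimulus; more negative B-score means stronger Kir2.1 block with less thallium influx; some compounds called inactive have numbers as strong as hits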
* = called active by the depositor; i = inactive.

The line under a structure holds: KCNQ2 inh | Kir21 block
> Cc1c(C(=O)NCCCN2CCCCC2)oc2ccc3c(c12)C(O)CC1(CCCCC1)O3 (stereo unspecified)
→ i | 0.18
> Cc1cc(C)nc(N/N=C/C2=C(N3CCOCC3)C(=C/c3ccccc3)/CC2)n1
→ i | 1.5
> COc1cccc(CN(C)C(=O)CC23CC4CC(CC(C4)C2)C3)c1OC
→ i | 0.01
> CNC(=O)N(c1ccccc1)c1ccccc1
→ i | -1.5
> CC(Oc1ccc(Cl)cc1Cl)C(=O)Nc1ccc2oc(-c3ccncc3)nc2c1 (stereo unspecified)
→ i | -0.44
> CC(=O)Nc1ccc(S(=O)(=O)N(C)CC(=O)N/N=C/c2ccncc2)cc1
→ i | 0.32
> COc1ccc(S(=O)(=O)N2CCc3ccccc32)cc1C(=O)N1CCOCC1
→ i | -0.11
> CCCc1cc(=O)oc2c3c(cc(OCC(=O)NCC4CCC(C(=O)O)CC4)c12)OC(C)(C)CC3 (stereo unspecified)
→ i | 1.7
> CCN(CC(=O)Nc1ccccc1OC)C(=O)CN1C(=O)NC2(CCCC2)C1=O
→ i | 1.4
> O=C(N/N=C/c1ccc(Cl)cc1)c1ccc2c(c1)OCO2
→ i | -0.45
> Cc1cccc(N2N=C(C(=O)O)CCC2=O)c1
→ i | 2.2
> COC(=O)c1cccc(NC(=O)COc2cccc([N+](=O)[O-])c2)c1
→ i | -0.04
> CC1(C)C(c2cccs2)=[N+]([O-])C2(CCCCC2=O)N1O (stereo unspecified)
→ i | -0.44
> CS(=O)(=O)N(CC(=O)N1CCN(c2ccccc2F)CC1)c1cccc(C(F)(F)F)c1
→ i | 0.27
> COc1ccc(CN(CC(=O)NC2CCCCC2)C(=O)CCC(=O)Nc2nccs2)cc1
→ i | 0.09
> O=C(Cc1ccc(Cl)cc1)c1c[nH]c(C(=O)NCCCN2CCOCC2)c1
→ i | -0.06
> CCOc1ccccc1C(=O)Nc1ccc2c(c1)C(=O)NC2=O
→ i | -0.7
> CCCN1CCN(CCCNC(=O)CN2C(=O)C(CC)Oc3ccccc32)CC1 (stereo unspecified)
→ i | -0.14
> CC1Cc2ccccc2N1C(=O)CN1C(=O)NC(C)(CCc2ccccc2)C1=O (stereo unspecified)
→ i | 0.95
> CN1CCO/C1=C(\C(Cl)=C(Cl)Cl)[N+](=O)[O-]
→ i | 1.3
> Brc1ccc(Nc2nc3ccccc3n3nnnc23)cc1
→ i | 1.1
> CNC(=O)COC(=O)CNC(=O)c1cc(Cl)cc([N+](=O)[O-])c1
→ i | 0
> Cn1c(=O)n(C)c2cc([N+](=O)[O-])c(N3CCN(C(=O)c4ccccc4)CC3)cc21
→ i | 2.1
> CCOC(=O)c1sc(NC(=O)CSc2ncccn2)c(C#N)c1C
→ i | -0.21
> Brc1ccc(/C=N/n2cnnc2)s1
→ i | 0.44
> CCN(CC)Cc1nc2c(c(=O)[nH]1)C(CC)(CC)Cc1ccccc1-2
→ i | 0.32
> O=C1CCC(C(=O)N2CCCCO2)CN1Cc1ccc(Cl)cc1 (stereo unspecified)
→ i | -0.66
> Cc1ccccc1NC(=O)CCC(=O)N/N=C/c1cc([N+](=O)[O-])ccc1O
→ i | 0.44
> O=C(CN1CCOCC1)Nc1nc(-c2ccccc2Cl)cs1
→ i | 0.99
> CS(=O)(=O)N(CC(=O)NCC1CCCO1)c1ccc(F)c(Cl)c1 (stereo unspecified)
→ i | -0.21
> C=CCN1C(=O)c2ccc(C(=O)NCCc3ccc(OC)c(OC)c3)cc2C1=O
→ i | -0.07
> NC(=NCCc1ccccc1)NS(=O)(=O)c1ccccc1F
→ i | -0.51
> Cc1cccc(NC(=O)CCCc2ccccc2)c1C
→ i | -0.71
> Cc1cc(C)c(S(=O)(=O)c2ccccc2)c(OC(=O)c2cc(F)c(F)cc2Cl)n1
→ i | -0.14
> Cc1cc(C)c(NC(=O)C2=COCCO2)c(C)c1
→ i | 1.6
> CCOc1ccccc1N(CC(=O)NCC1CCCO1)C(=O)CNS(=O)(=O)c1ccccc1 (stereo unspecified)
→ i | -3.6
> Cc1c(C(=O)NC(=S)NCC(C)C)oc2ccccc12
→ i | 2.1
> CN(C(=O)COC(=O)C1CCN(S(=O)(=O)c2c(Cl)cccc2Cl)CC1)c1ccccc1
→ i | 2
> CCOC(=O)c1sc(Nc2nc3c(OC)cccc3s2)cc1C
→ i | 0.56
> O=C(N=Nc1c(O)[nH]c2ccccc12)c1ccccc1NS(=O)(=O)c1cccs1
→ i | 0.67
> CC1CCCCN1C(=O)CSc1nc2c(c(=O)n(C)c(=O)n2C)n1C (stereo unspecified)
→ i | 0.3
> COc1ccc(C)cc1Nc1nc(N)c2cc(OC)c(OC)cc2n1
→ i | -0.16
> O=C(c1ccc(Br)o1)N1CCN=C1SCc1cccnc1
→ i | -0.25
> Cc1ccccc1NC(=O)NC1(C(=O)N2CCC(O)CC2)CCCCC1
→ i | 0.36
> CCO/C([O-])=N/c1c[n+](N2CCOCC2)no1
→ i | 0.51
> COc1ccc(-c2nnc(SCC(=O)NCCc3ccc(S(N)(=O)=O)cc3)o2)cc1OC
→ i | -0.72
> Cc1ccc2nc(Cl)c(C3CC(c4cccs4)=NN3C(=O)CCCC(=O)O)cc2c1 (stereo unspecified)
→ i | 1.3
> Cc1ccc(OCC(=O)NC(=S)Nc2ccccn2)c(Br)c1
→ i | 0.58
> Cc1cn(C)c(=O)n(C)c1=O
→ i | -0.04
> O=C(COc1ccc(Cl)cc1)N(Cc1cccs1)C1CCS(=O)(=O)C1 (stereo unspecified)
→ i | -0.54
> COCCN(C(=O)COc1ccc(Cl)cc1)c1nnc(-c2cccnc2)s1
→ i | 0.61
> CC(=O)Nc1ccc(C(=O)CSc2nnnn2C)cc1
→ i | -0.13
> CN(C)c1ccc(C(=O)C(=O)c2ccccc2)cc1
→ i | -2
> O=S(=O)(c1ccc(NC(=S)N/N=C/c2ccc(N3CCOCC3)cc2)cc1)N1CCOCC1
→ i | 0.17
> COCC(C)n1c(C)cc(C(=O)COC(=O)c2oc3ccccc3c2C)c1C (stereo unspecified)
→ i | 0.05
> CCCCOc1ccc(C(=O)N/C(=C/C=C/c2ccccc2)C(=O)N2CCOCC2)cc1
→ i | 1.4
> O=C(C[n+]1cccc(CNC(=O)c2ccc(OC(F)F)cc2)c1)c1ccccc1
→ i | 0.05
> CC1=CC(C)(C)Nc2ccc(Cc3ccc4c(c3)C(C)=CC(C)(C)N4)cc21
→ i | 0
> Cc1cc(OCCn2cc(/C(N)=N/O)c3ccccc32)ccc1Cl
→ i | -1.7
> Cc1nc(SCC(=O)N2CC(=O)Nc3ccccc32)c2c(C)c(C)sc2n1
→ i | -0.07

Later entries
SMILES | KCNQ2 inh | Kir21 block
O=c1c2ccccc2nc2c3ccccc3c(NCc3cccnc3)nn12 | i | -0.16
CC(C)CCn1c(=O)c2ccccc2c2ccccc2c1=O | i | 0
CC(NC(=O)Cc1ccccc1F)c1ccc(F)cc1 (stereo unspecified) | i | -0.12
CCOc1ccc(Oc2ccc(S(=O)(=O)N3CCOCC3)cc2N)cc1 | i | -0.22
O=C1C(c2ccc(F)cc2)N(Cc2ccc3c(c2)OCO3)C(=O)CN1C1CCCCCC1 (stereo unspecified) | i | -0.82
Cc1c(C#N)c2ncn(Cc3ccccn3)c(=O)c2n1-c1ccccc1 | i | 0.66
CCCc1nnc(NC(=O)CCC(=O)NC2CC2)s1 | i | 0.19
CCOC(=O)CC(NCc1ccc(OC)c(OCC)c1)c1ccc(C)cc1 (stereo unspecified) | i | 0.01
COC(=O)c1ccc(OC(=O)CCc2cc(OC)c(OC)c(OC)c2)cc1 | i | -1.2
O=C(/C=C/c1ccc(F)cc1)N1CCN(c2ccccn2)CC1 | i | 0.37
COc1cc(C2C(C(=O)OCCC#N)=C(C)NC3=C2S(=O)(=O)c2ccccc23)cc(OC)c1OC (stereo unspecified) | i | 1
CC(=O)NCc1nnc2c3ccccc3c(-c3ccccc3)nn12 | i | -0.03
COc1cc(C(=O)Nc2nccs2)ccc1OCc1c(C)noc1C | i | 2.9
CC(C(=O)Nc1cc([N+](=O)[O-])ccc1Cl)N1CCN(c2ccccc2)CC1 (stereo unspecified) | i | -2.3
COc1ccccc1CCNC(=O)CN1C(=O)NC2(CCCC2)C1=O | i | 1.9
O=C(Nc1ccon1)c1cccc(Cl)c1 | i | -0.06
COc1ccc(S(=O)(=O)N(C)CC(=O)N2CCCC2)cc1OC | i | -2
CC(=O)c1cccc(NC(=O)CC2CCCC2)c1 | i | 0.07
Cc1c(/C=N/NC(=O)c2cc(=O)[nH]c(=O)[nH]2)c2ccccn2c1C(=O)c1ccccc1 | i | 0.14
CC(=O)c1cccc(NC(=O)CCn2c(=O)oc3ccccc32)c1 | i | 1.6
CC(=O)c1cccc(NC(=O)NC2CC(=O)N(c3ccc4c(c3)OCCO4)C2)c1 (stereo unspecified) | i | -0.08
CCOC(=O)c1c(N2CCCCC2)c2ccccc2[nH]c1=O | i | -0.37
CN(C(=O)c1ccc2c(c1)OCO2)C1(C)CCS(=O)(=O)C1 (stereo unspecified) | i | 0
Cc1noc(C)c1C(=O)N1CCCC(C(=O)c2cccc(C(F)(F)F)c2)C1 (stereo unspecified) | i | 0.14
CC(C)(C)c1ccccc1OCCCCN1CCCC1 | i | -1.2
O=C(CSc1n[nH]c(=O)n1C1CC1)NCc1ccccc1 | i | 2.6
CCn1c(SC(C)C(=O)OC)nnc1-c1c[nH]c2ccccc12 (stereo unspecified) | i | 1.1
Cc1cc(C)n2nc(SCC(=O)N/N=C/c3ccc(F)cc3)nc2n1 | i | -0.22
CC(=O)NCc1ccc(S(=O)(=O)NC(C(=O)O)C(C)C)cc1 (stereo unspecified) | i | -0.54
CN(C)S(=O)(=O)Nc1ccccc1C(N)=O | i | -0.65
COc1cc2c(cc1O)CC[C@@H]1[C@@H]2CC[C@]2(C)[C@@H](O)CC[C@@H]12 | i | 0.73
O=C(NCCC(=O)N1CCC2(CC1)NCCc1[nH]cnc12)c1cccc(Br)c1 | i | -0.07
COc1ccc(N(C(C)C(=O)NN=C2CCCCCCC2)S(C)(=O)=O)cc1 (stereo unspecified) | i | -0.4
CNC(=O)CSc1nnc(C2CC2)n1-c1ccccc1 | i | 1
O=C(CC(Nc1ccccc1)c1ccc(F)cc1)c1ccccc1 (stereo unspecified) | i | -5.5*
O=C1CN(C(=O)CNCc2ccccc2Cl)c2ccccc2N1 | i | -0.18
[N-]=[N+]=NC[C@H](c1ccccc1)N1CCN(Cc2ccccc2)CCC1=O | i | 0.68
CC(NC(=O)c1ccccc1Cl)c1ccc(-n2ccnc2)cc1 (stereo unspecified) | i | 1.8
O=C(N=c1ccn(-c2nc3ccccc3nc2NS(=O)(=O)c2ccccc2)cc1)c1cccs1 | i | 0.52
O=C(c1cc(S(=O)(=O)N2CCOCC2)ccc1F)N(Cc1nnc(-c2ccccc2Cl)o1)C1CC1 | i | -0.82
COc1ccccc1CNC(=O)CS(=O)Cc1nc(-c2ccc(OC)c(OC)c2)oc1C (stereo unspecified) | i | -1.3
COc1ccc2c(c1)c(C(C)=O)c(C)n2-c1ccc(C(C)=O)cc1 | i | 1.1
CCCCNc1c(NC(C)=O)c(=O)oc2ccccc12 | i | -0.7
COc1cc(C(=O)NCc2cccc3ccccc23)cc(Cl)c1OC | i | -0.28
CN1CCN(C(=O)c2cc(Cl)ccc2NC(=O)c2ccc(Cl)cc2Cl)CC1 | i | 0.78
Fc1ccc(NC(=S)NCCN2CCOCC2)c(F)c1F | i | 2
O=C(Oc1cccc(Oc2ccccc2)c1)N1CCOCC1 | i | 0.75
CCN(CC)C(=O)C(=O)N/N=C/c1ccc(C(=O)OC)cc1 | i | 1.5
COC(=O)C1=C(C)C(c2ccc(OC)cc2)NC(=O)N1 (stereo unspecified) | i | 0.42
O=C(O)c1cc(N/N=C/c2ccc3c(c2)OCO3)ccc1Cl | i | 0.53
CCOC(=O)c1nnc2ccnn2c1N | i | 0.73
CN1C[C@@H]2C(c3ccccc3)C3(c4ccc(C#N)cc4)CC2(C3)[C@H]1c1ccccc1 (stereo partly specified) | i | -0.72
CC(=O)N(C)c1cccc([N+](=O)[O-])c1 | i | -0.25
COc1ccc(-c2n[nH]c(=S)n2Cc2ccccc2)cc1OC | i | -1.8
COc1cccc(NC(=O)c2ccccc2Br)c1 | i | 0.23
O=C(CCCc1ccccc1)NCc1ccc2c(c1)OCO2 | i | -0.24

The list goes on:
SMILES | KCNQ2 inh | Kir21 block
CC1=C(C(=O)Nc2ccccn2)C(c2ccc3c(c2)OCO3)C2=C(CC(C)(C)CC2=O)N1 (stereo unspecified) | i | 0.82
CCC(=O)/C=C1/Sc2ccccc2N1CC | i | 0.82
COc1ccc(-c2nnc(NC(=O)Cc3ccccc3)o2)cc1 | i | 1.1
Cc1ccccc1CN1CCCOCCS1(=O)=O | i | 0.54
COc1cccc(C(=O)N(CN2CCCC2=O)c2ccccc2OC)c1 | i | -0.51
